CHT inh: human CHT choline transport inhibition. Q9GZV3. CHT-expressing cells, membrane potential dye, choline response; hits give low values. B-score at 10 µM. hit rate 0.86% among 310,000. AID 488975;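 active = B-score over 3 SD under the library average, and starting fluorescence ratio not unusually high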;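 note: choline stimulus applied at its EC90 after an EC20 pre-addition; B-score computed on integrated fluorescence ratio after choline addition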
Target sequence (Q9GZV3 whole entry, looked up): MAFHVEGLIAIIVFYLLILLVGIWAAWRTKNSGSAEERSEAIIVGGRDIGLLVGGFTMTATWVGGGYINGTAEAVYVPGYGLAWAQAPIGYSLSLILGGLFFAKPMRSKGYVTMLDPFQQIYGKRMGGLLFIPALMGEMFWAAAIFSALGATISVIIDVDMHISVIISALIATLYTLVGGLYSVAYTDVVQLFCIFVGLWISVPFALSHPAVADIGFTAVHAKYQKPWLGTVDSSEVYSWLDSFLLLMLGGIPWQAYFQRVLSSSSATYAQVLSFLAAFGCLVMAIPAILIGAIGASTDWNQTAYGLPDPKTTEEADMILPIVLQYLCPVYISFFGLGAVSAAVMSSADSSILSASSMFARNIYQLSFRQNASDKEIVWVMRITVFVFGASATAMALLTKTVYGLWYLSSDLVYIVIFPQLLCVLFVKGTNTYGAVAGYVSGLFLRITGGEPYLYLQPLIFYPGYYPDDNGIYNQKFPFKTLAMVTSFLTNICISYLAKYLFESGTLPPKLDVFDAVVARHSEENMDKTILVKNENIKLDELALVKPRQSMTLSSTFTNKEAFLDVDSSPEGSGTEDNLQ
KCNQ2 inh: KCNQ2 potassium channel inhibitors, primary screen, cell-based, CHO-K1, FluxOR thallium flux, B-score (AID 2156). O88943. 20 min; hits give low values. B-score at 10 µM. hit rate 1.1% among 310,000;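 active = fluorescence ratio B-score at most minus 3 library SDs, with starting brightness B-score within 2 library SDs, cut at about -5.5 in these data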
Starred values were filed as active, the others as inactive; i = inactive.

SMILES | CHT inh | KCNQ2 inh
COc1ccc(CCNC(=O)CCNC(=O)c2ccc([N+](=O)[O-])cc2)cc1 | i | i
O=C(NCc1ccccn1)c1ccc(CNS(=O)(=O)c2cccc(Cl)c2)cc1 | i | i
NC(=O)CC[C@H](NC(=O)c1ccc(F)cc1)C(=O)OCC(=O)Nc1c(F)c(F)c(F)c(F)c1F | i | i
CCN(CC)CCCN=C(N)N | i | i
CC1CN(S(=O)(=O)c2ccc(C(=O)Nc3nnc(-c4ccc5c(c4)CCCC5)o3)cc2)CC(C)O1 (stereo not given) | i | i
Cc1cc2ccccc2n2c(SCC(=O)N3CCOCC3)nnc12 | i | i
O=C(O)CCCC(=O)Nc1ccccc1C(=O)N1CCOCC1 | i | i
COc1ccc(F)cc1C(=O)C1CCCN(C(=O)CSc2ccccn2)C1 (stereo not given) | i | i
O=C(COc1ccc2c3c(c(=O)oc2c1)CCC3)N1CCCCC1 | i | i
Cc1ccc(O)c(NC(=O)C2=CC(c3ccco3)=NS(=O)(=O)N2C)c1 | i | i
Cc1[nH]nc2c1C1(CCC3(CC1)OCCO3)C(C#N)=C(N)O2 | i | i
CCC(C)NCc1ccc(C(=O)OC)o1 (stereo not given) | i | i
Cc1ccc(Oc2nc3ccccc3n3cccc23)cc1 | i | i
COc1ccccc1NC(=O)N1CCC(NC(=O)C(Cc2ccccc2F)NC(C)=O)CC1 (stereo not given) | i | i
CCCCSc1[nH]c(=O)c(C(=O)OCC)cc1C#N | i | i
CCOC(=O)c1c(C)c(C(=O)N(C)C2CCCCC2)c(C)n1C | i | i
Cc1cccc2sc(NC(=O)CSc3cn[nH]n3)nc12 | i | i
CCC(=O)Nc1nc(-c2ccccc2)ns1 | i | i
Cc1ccc(SCC(=O)c2ccc[nH]2)cc1 | i | i
COc1ccc(Nc2cc(C(=O)NCCCN3CCOCC3)c3ccccc3n2)cc1 | i | i
CC(=O)c1ccc(N2CCN(C(=O)c3ccc4nc[nH]c4c3)CC2)cc1 | i | i
Cc1nc(-c2ccccc2)sc1-c1n[nH]c(=S)n1C | i | i
CC(C)Oc1ccc(C(=O)NC2CCN(Cc3ccccc3)CC2)cc1 | i | i
O=C(CCCn1c(SCC(=O)Nc2ccccc2Cl)nc2ccccc2c1=O)NCC1CCCO1 (stereo not given) | i | i
COC(=O)c1ccc2c(=O)n(Cc3ccc4c(c3)OCO4)c(SCC(=O)N3CCCC3)nc2c1 | i | i
COc1ccc(C=NCCC2(O)CC(C)N(C)CC2C)cc1 (stereo not given) | i | i
Cc1cccc(NC(=O)CSc2nnc(Cn3cnc4ccccc43)o2)c1 | i | i
O=C(NNC(=O)c1ccccc1C(=O)O)c1cc2ccccc2o1 | i | i
Cc1cc(C)cc(OCC(=O)OCC(=O)N(CC(C)C)c2c(N)n(Cc3ccccc3)c(=O)[nH]c2=O)c1 | i | i
O=C(Cc1ccccn1)Nc1ccccc1 | i | i
Cc1nn(C(=O)CNS(=O)(=O)c2ccccc2)c(C)c1Sc1ccc(Cl)cc1 | i | i
O=C(c1cc2sccc2n1Cc1ccccc1)N1CCCc2ccccc21 | i | i
CCOc1ccccc1CN1C(=O)NC2(CCCCCC2)C1=O | i | i
O=C(CCC(=O)Nc1ccc(F)cc1)N/N=C/c1cc([N+](=O)[O-])ccc1O | i | i
Cc1cccc(OCC2CCCN(Cc3nc(C4CC4)no3)C2)c1 (stereo not given) | i | i
CC(Oc1ccc(-c2ccccc2)c(F)c1)c1ccn(S(=O)(=O)c2ccc(Cl)cc2)n1 (stereo not given) | i | i
O=c1[nH]c2cc3c(cc2cc1CN(CCCO)Cc1nnnn1Cc1ccc(F)cc1)OCO3 | i | i
CCC1Oc2ccccc2N(CC(=O)NCCN2C(C)CCCC2C)C1=O (stereo not given) | i | i
C=CCNC(=O)CCCC(=O)NCC=C | i | i
CCOc1ccc(C(=O)C2CCN(CC(=O)Nc3ccccc3N3CCOCC3)CC2)cc1 | i | i
Cc1nnc2c(SC(C)C)nc3ccccc3n12 | i | i
O=C(Nc1c[nH]c(=O)[nH]c1=O)c1cccc([N+](=O)[O-])c1 | i | i
Brc1ccc(-c2csc(N3CCc4ccccc4C3)n2)cc1 | i | i
Clc1cccc(NCc2ccccc2)n1 | i | i
Cc1nc(SCC(=O)c2ccc(F)c(F)c2)[nH]c(=O)c1Oc1ccc(F)cc1 | i | i
Cc1ccc(OCc2nnc(SCc3cc(=O)[nH]c4ccccc34)n2-c2ccccc2)cc1 | i | i
COC(=O)/C(=N\Nc1ccccc1)Sc1nnc(-c2ccc(OC)cc2)n1C | i | i
Cn1nnc(NC(=O)C(c2ccccc2)c2ccccc2)n1 | i | i
COc1ccc(Oc2ccc(C(F)(F)F)cc2NC(=O)c2ccc(F)cc2)cc1 | i | i
COc1ccc(N2CCN(C(CNC(=O)C(C)(C)C)c3cccnc3)CC2)cc1 (stereo not given) | i | i

Rewritten with the structure last: part of the list above.
| CHT inh | KCNQ2 inh | mol |
| --- | --- | --- |
| i | i | Cc1nc(SCC(=O)c2ccc(F)c(F)c2)[nH]c(=O)c1Oc1ccc(F)cc1 |
| i | i | Cc1ccc(OCc2nnc(SCc3cc(=O)[nH]c4ccccc34)n2-c2ccccc2)cc1 |
| i | i | COC(=O)/C(=N\Nc1ccccc1)Sc1nnc(-c2ccc(OC)cc2)n1C |
| i | i | Cn1nnc(NC(=O)C(c2ccccc2)c2ccccc2)n1 |
| i | i | COc1ccc(Oc2ccc(C(F)(F)F)cc2NC(=O)c2ccc(F)cc2)cc1 |

Next section.
SMILES | CHT inh | KCNQ2 inh
CCCN1CCN(C(=O)C2CCN(c3nnc(C)c4c(C)n(-c5ccc(C)cc5)nc34)CC2)CC1 | i | i
COc1cc(CCC(=O)Nc2cccc(C(F)(F)F)c2)cc(OC)c1OC | i | i
NC(=S)N/N=C/c1ccccc1OCCSc1ccc(Cl)cc1 | i | i
O=C(C1CCC(Cn2c(=O)[nH]c3ccccc3c2=O)CC1)N1CCN(c2ccccc2)CC1 (stereo not given) | i | i
CCN(CC)C(=O)CSc1nc2ccccc2c(=O)n1CC1CCCCC1 | i | -6.62*
CC1CN(c2ccc(NS(=O)(=O)c3ccccc3)cc2C(=O)O)CC(C)O1 (stereo not given) | i | i
O=C(Nc1cccnc1)c1cccc([N+](=O)[O-])c1 | i | i
CCCCN(C(=O)c1cccc(S(=O)(=O)N2CCN(C)CC2)c1)c1c(N)n(CCCC)c(=O)[nH]c1=O | i | i
COc1ccc(-c2ccc(SCc3cccnc3)nn2)cc1OC | i | i
CCN(CC)CCCN1C(=O)C2C(C(=O)Nc3ccc(C(C)C)cc3)C3C=CC2(O3)C1C(=O)NC1CCCCC1 (stereo not given) | i | i
COC(=O)c1cnc(Oc2ccc(NC(=O)NC(=O)c3ccccc3Cl)cc2)cc1C(F)(F)F | i | i
CC(=O)c1c(C)[nH]c(C(=O)Nc2cc(S(=O)(=O)N(C)C)ccc2C)c1C | i | i
Cc1ccc(CNC(=O)/C(C#N)=C\c2ccc(N(C)C)cc2)cc1 | i | i
COC(=O)c1ccc2c(=O)n(CCN3CCOCC3)c(SCC(=O)NCc3ccccc3)nc2c1 | i | i
CC(=O)N/N=C(\N)c1nonc1N | i | i
CCC(Cc1ccccc1)NC(=O)Cn1cccc1C(=O)c1ccccc1 (stereo not given) | i | i
Cc1ccc(Oc2cc(NC(=O)CCCn3nc(C)c([N+](=O)[O-])c3C)cc([N+](=O)[O-])c2)cc1 | i | i
Cc1ccc(-n2c(CNc3ccc(F)cc3)nnc2SCC(=O)N2CCOCC2)cc1 | i | i
NC1=NC(=Nc2cccc(Cl)c2)c2ccccc21 | i | i
Cc1cccc(NS(=O)(=O)c2cnc(Cl)c(Br)c2)n1 | i | i
COc1cc2[nH]c(=O)n(CCCCCC(=O)NCCCN3CCCC3=O)c(=O)c2cc1OC | i | i
CC1(C)OC(=O)N(CC(=O)Nc2ccccc2)C1(C)O (stereo not given) | i | i
COc1ccc(CN2CCNC(=O)C2CC(=O)NCc2cccc(C)n2)c(OC)c1 (stereo not given) | i | i
COc1cccc(-n2cnc3scc(-c4cccs4)c3c2=O)c1 | i | i
CCN(CC)c1ccc(NS(=O)(=O)c2ccc3c(c2)oc(=O)n3C)c(C)c1 | i | i
Cc1ccc(CSCCNC(=O)c2ccc(C)cc2)cc1 | i | i
COc1cc(CNCCc2c[nH]c3ccccc23)cc(Cl)c1OCC(N)=O | i | i
CC(Sc1nnnn1-c1ccc(Cl)cc1)C(=O)NCC(=O)Nc1ccc(F)c(F)c1F (stereo not given) | i | i
O=C1NCCSC1c1ccccc1 (stereo not given) | i | i
CC(C)N(c1ccccc1)c1ccc(NC(=O)C2CCCO2)cc1 (stereo not given) | i | i
CN=CC1=C(O)CC(C)(C)CC1=O | i | i
O=C1CN(C(=O)c2ccccc2F)C(c2ccccc2)c2cc(Cl)ccc2N1 (stereo not given) | i | i
N#Cc1ccc(/C=C2\CCCCn3c2nc2cc(C(=O)O)ccc2c3=O)cc1 | i | i
CCOc1ccc(N2C(=O)/C(=C/c3ccccn3)SC2=S)cc1 | i | i
CCC(=O)Nc1nc(C)c(-c2csc(Nc3cccc(O)c3)n2)s1 | i | i
Cn1c(COc2ccc3ccccc3c2)nnc1SCC(=O)OC1CCCCC1 | i | i
Nc1nc(-c2ccccc2)c(-c2ccc([N+](=O)[O-])cc2)s1 | i | i
Cc1noc(C)c1S(=O)(=O)N(CC(=O)NCc1ccc(Cl)cc1)c1ccc2c(c1)OCO2 | i | i
O=C(COc1ccc2ccccc2c1)N1CCN(c2ccccc2O)CC1 | i | i
Cc1n[nH]c(=O)n1-c1ccc(OCc2ccccc2)cc1 | i | i

7 records drawn at random from the list so far, as already listed:
SMILES | CHT inh | KCNQ2 inh
Nc1nc(-c2ccccc2)c(-c2ccc([N+](=O)[O-])cc2)s1 | i | i
O=C1CN(C(=O)c2ccccc2F)C(c2ccccc2)c2cc(Cl)ccc2N1 (stereo not given) | i | i
Cc1n[nH]c(=O)n1-c1ccc(OCc2ccccc2)cc1 | i | i
N#Cc1ccc(/C=C2\CCCCn3c2nc2cc(C(=O)O)ccc2c3=O)cc1 | i | i
CCOc1ccc(N2C(=O)/C(=C/c3ccccn3)SC2=S)cc1 | i | i
CN=CC1=C(O)CC(C)(C)CC1=O | i | i
CCC(=O)Nc1nc(C)c(-c2csc(Nc3cccc(O)c3)n2)s1 | i | i

Next structures follow:
SMILES | CHT inh | KCNQ2 inh
CCCCOC(=O)C1CCC[C@@H](C)N1 (stereo not given in full) | i | i
COCCNC(=O)Cn1c(=O)n(C)c2ccccc21 | i | i
CCn1c(=O)c2cc(C(=O)Nc3ccc(OC)cc3OC)sc2c2ccccc21 | i | i
CC(=O)Nc1ccc(S(=O)(=O)N2CCC(C(=O)NCCC(=O)NCc3ccccc3)CC2)cc1 | i | i
COc1ccc(CCNC(=O)c2ccc3c(c2)NC(=O)CS3)cc1OC | i | i
CCn1c(CC(=O)Nc2ccccc2)n[nH]c1=S | i | i
CCN(CC)S(=O)(=O)c1ccc2[nH]cc(C(=O)NC3CC3)c(=O)c2c1 | i | i
COc1ccc(CNC(=O)CC(NC(N)=O)c2ccccc2Cl)cc1OC (stereo not given) | i | i
Cc1ccccc1C(=O)N1CCC(C(=O)Nc2cccc(F)c2)CC1 | i | i
COC(=O)c1ccc(NC(=O)c2ccccc2C(=O)Nc2ccc(C(=O)OC)cc2)cc1 | i | i
Cc1ccc(C)c(NC(=O)CNS(=O)(=O)c2ccccc2)c1 | i | i
CCN(CC)c1nc(C)c(C(C)=O)cc1C#N | i | i
Cc1ccccc1/C=N\NC(=O)c1ccccc1-n1cccc1 | i | i
CCOC(=O)C1CCCN(CCC(=O)Nc2ccc(F)c(F)c2)C1 (stereo not given) | i | i
CCN1CCN(C(=O)CCc2ccc(S(=O)(=O)NCCc3ccccc3)cc2)CC1 | i | i
COc1ccc(OC)c(CNC(=O)C2CCN(C(=O)N(C)C)CC2)c1 | i | i
Cc1c(C(=O)/C=C/N(C)C)nnn1-c1ccc(Cl)c(Cl)c1 | i | i
CCOc1cc(/C=N/Nc2ccc(C(=O)O)cc2)ccc1OC(=O)c1ccccc1C | i | i
O=C(Cn1nnc2ccccc2c1=O)N1CCOCC1 | i | i
O=c1c2ccc([N+](=O)[O-])cc2ncn1CCOc1ccccc1 | i | i
CCOC(=O)C(NC(C)=O)(Nc1ccc(F)cc1)C(F)(F)F (stereo not given) | i | i
Cc1ccc(-c2nn(-c3ccccc3)cc2CN(Cc2ccccc2)C(=O)CCC(=O)O)o1 | i | i
COc1cc(/C=N/NC(=O)c2cc(-c3c(C)nn(-c4ccccc4)c3C)n[nH]2)ccc1O | i | i
COc1ccc(OCCCC(=O)Nc2ccc3c(c2)OCO3)cc1 | i | i
Cc1ccc(OCC(=O)Nc2ccc(S(=O)(=O)Nc3cc(C)nc(C)n3)cc2)c(C)c1 | i | i
Cc1cc(O)ccc1N/C=C(\C#N)c1nc2ccccc2o1 | i | i
COc1ccc(NC(=O)Cn2nnc(-c3ccccc3F)n2)cc1Cl | i | i
Cc1ccc(CSc2sc(C(=O)c3ccccc3)c(N)c2C#N)cc1 | i | i
COc1cccc(CSc2nc3nc(C)cc(C)n3n2)c1 | i | i
Cc1cc(=O)c2n(Cc3ccccc3Cl)nc[n+]2[nH]1 | i | i
COc1cc(-c2nnc(COC(=O)c3nn(CC(C)C)c(=O)c4ccccc34)o2)cc(OC)c1OC | i | i
CCOC(=O)N1CCN(C(=O)c2cccn3c(=O)c4c5c(sc4nc23)CCCC5)CC1 | i | i
CCCCn1c(N)c(N(CCOC)C(=O)c2ccco2)c(=O)[nH]c1=O | i | i
COc1ccc(Cl)cc1S(=O)(=O)N1CCCC(C(=O)NCCc2ccccc2)C1 (stereo not given) | i | i
